Compound activity deposited in PubChem by National Center for Advancing Translational Sciences (NCATS).
Giardia killer: kills Giardia lamblia. activity change, % at 7.66 µM, hits read low. 340,000 compounds, 0.15% hits. Giardia lamblia trophozoite viability; in the data active means activity change below about -80%; inconclusive means between about -30% and that limit;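 further: parasites exposed to compound for two days anaerobically before the ATP read; on the % scale 0 is the no-effect control and ±100 the full control effect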
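Giardia trophozoites, 100 cells per well, were exposed to compounds for 48 hrs at 37 deg C under anaerobic conditions; viability was then read as ATP content by bioluminescence after 15-30 min at room temperature.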
BCR signal inh: blocks chronic active B-cell receptor signaling; Potency, µM (titrated, usually from 46.1 µM), inactives show at the top dose ratio change, negative = lower green/red ratio, usual class: inhibitors; ABC-DLBCL IkBa-CBG/CBR reporter, luminescence ratio, 4 h; 340,000 compounds, 0.05% hits; active means well fitted inhibition curve with a large enough effect in the signal ratio, with a control signal flat, not every such curve was filed as active; inconclusive means small, poorly fitted or top-dose-only effect, or effect the other way, or a change in a side signal; the % refers to the signal ratio;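 further: potency means the concentration at half of the fitted maximal effect; plate controls were basal doxycycline-induced cells for no effect and cells given 10 µM MG132 for full effect; MG132 reads +100%, hits lower the ratio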
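Concentration-response series (up to 46 uM) were applied to TMD8 dual-reporter cells for 4 h at 37C with doxycycline. Green/red ratio, after filter-overlap correction, defined %Activity; red signal alone was normalised to basal cells and zero luminescence.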
Tb PFK inh: blocks T. brucei phosphofructokinase; O15648; T. brucei PFK, ADP-Glo luminescence; Potency, µM (series often up to 57.5 µM), for the others: at the highest dose activity, negative = inhibition, most hits filed as inhibitors; 330,000 compounds, 0.17% hits; AID 485367;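 further: potency means the concentration at half of the fitted maximal effect; 0% = uninhibited 1x PFK enzyme wells and -100% = no-enzyme wells; nearly all actives have a fitted effect of over 60% in size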
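1.25 nM PFK with 0.5 mM F6P and 0.1 mM ATP in 0.1 M TEA pH 8.0, 5 mM MgCl2, incubated 45 min at room temperature; ADP measured by ADP-Glo luminescence; compounds titrated up to 57 uM.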
S-ASM inh: blocks human secretory acid sphingomyelinase. 340,000 compounds, 0.006% hits. Potency, µM (highest dose often 57.5 µM), without a hit: top-dose activity change, negative = inhibition, usual class: inhibitors. P17405. AID 504937. placental ASM, HMU-PC fluorogenic substrate, 60 min; further: potency means the concentration at half of the fitted maximal effect
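Human placenta-derived ASM enzyme was preincubated with compound for 10 minutes at room temperature, then given fluorogenic substrate HMU-PC0 (9 uM final) for 60 minutes at 37 °C; a pH 10 stop preceded fluorescence reading at Ex 386/Em 447 nm.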
GALK inh: galactokinase (human) inhibition | Purified GALK, Kinase-Glo residual ATP luminescence | Potency, µM (series often up to 57.5 µM), inactives show at the top dose activity change, negative = inhibition, usual class: inhibitors | 270,000 compounds, 0.007% hits | AID 1868; further: potency means the concentration at half of the fitted maximal effect; on the % scale 0 is the no-effect control and ±100 the full control effect
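The enzyme phosphorylates galactose (100 uM) using ATP (35 uM); inhibition is detected as higher residual ATP, quantified by bioluminescence after 1 h reaction at room temperature, pH 8.0.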
PKM2 act: increases activity of human pyruvate kinase M2. Potency, µM (top dose mostly 57.5 µM), for inactives: top-dose activation, most hits filed as activators. P14618. 260,000 compounds, 0.34% hits. AID 1631. purified PKM2, Kinase-Glo ATP luminescence, activation; response scale: 0% is enzyme alone, no compound; further: potency means the concentration at half of the fitted maximal effect; on the % scale 0 is the no-effect control and ±100 the full control effect; nearly all actives have a fitted effect of over 55% in size
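Kinase-Glo luminescence reports ATP generated from ADP (0.1 mM) and PEP (0.5 mM) by purified hPK-M2 after 1 h at room temperature, pH 7.2 imidazole buffer; intermediate enzyme activity allows detecting inhibitors and activators.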
PTAP TSG101 blk: blocks PTAP/TSG101 interaction to inhibit HIV-1 budding; Fluorescence polarization, FITC-PTAP peptide / Tsg101 binding; Potency, µM (titrated, usually from 115 µM), inactives show at the highest dose activity change, negative = inhibition, actives largely listed as inhibitors; 340,000 tested, under 10 active; active means well fitted inhibition curve with a large enough effect in the main read-out, with a control signal flat, not every such curve was filed as active; inconclusive means small, poorly fitted or top-dose-only effect, or effect the other way, or a change in a side signal; inactive means no such curve, though single readings can be large or run the other way; further: potency means the concentration at half of the fitted maximal effect; % of control where 0% means no effect
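Fluorescence polarization binding of Tsg101 binding domain (10 uM final) to FITC-labeled PTAP peptide (50 nM final) in HEPES pH 7.5 buffer with NaCl, Tween 20, EDTA, TCEP. Compounds added before peptide; binding 20 min at RT.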
FBPA coupling cs: coupling enzyme interference in Giardia aldolase counter-screen. coupling enzyme system counterscreen, AmpLite Red fluorescence. activity change, negative = inhibition, % at 58.2 µM, hits read low. 290,000 compounds, 0.67% hits. AID 2472; in the data active means activity change below about -30%; further: on the % scale 0 is the no-effect control and ±100 the full control effect
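Final compound at 57.5 uM, incubated 10 min at RT with coupling enzyme reagent (glyceraldehyde-3-phosphate), then 20 min with substrate and AmpLite Red detection. Fluorescence read at 525/598 nm; tests interference with the coupling assay, not aldolase inhibition.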
B2AR arrestin: recruits beta-arrestin to the human beta2-adrenergic receptor; P07550; AID 492947; 330,000 compounds, 0.02% hits; beta-arrestin recruitment to beta2AR, cell-based reporter; Potency, µM (highest dose often 46.1 µM), without a hit: at the top dose activation, actives largely listed as activators;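 further: potency means the concentration at half of the fitted maximal effect; 0% = DMSO controls and full agonism = EC100 isoproterenol or metaproterenol; nearly all actives have a fitted effect of over 65% in size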
Target sequence (P07550 whole entry, looked up): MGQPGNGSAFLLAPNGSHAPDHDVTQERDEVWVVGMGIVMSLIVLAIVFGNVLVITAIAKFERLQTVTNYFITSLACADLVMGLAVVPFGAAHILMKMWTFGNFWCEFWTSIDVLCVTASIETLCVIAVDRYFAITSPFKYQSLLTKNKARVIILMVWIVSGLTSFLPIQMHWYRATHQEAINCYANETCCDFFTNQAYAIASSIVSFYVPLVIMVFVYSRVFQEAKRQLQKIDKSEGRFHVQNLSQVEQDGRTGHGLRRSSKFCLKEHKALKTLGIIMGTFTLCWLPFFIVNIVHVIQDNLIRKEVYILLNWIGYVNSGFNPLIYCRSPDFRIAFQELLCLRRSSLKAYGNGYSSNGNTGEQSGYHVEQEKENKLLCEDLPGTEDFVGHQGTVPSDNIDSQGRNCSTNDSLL
a7 integrin act: integrin-mediated muscular dystrophy alleviation activation. alpha7betagal myoblasts, beta-gal FDG fluorescence, 48 h. Potency, µM (series often up to 38.3 µM), for the others: at the top dose activation, usual class: activators. 350,000 compounds, 0.064% hits;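 further: potency means the concentration at half of the fitted maximal effect; 100% = response of the positive control SU9516; nearly all actives have a fitted effect of over 60% in size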
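alpha7betagal+/- myoblasts (passage 13, 250/well) treated 48 h at 37C with compounds at 1:260 dilution of DMSO stock. Lysed, then beta-galactosidase activity read as FDG fluorescence (ex 480/em 540) after 30 min, with pre-read for autofluorescence.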
Menin MLL FP TR: menin-MLL binding inhibition, Texas Red mutant peptide; Menin + Texas Red MLL mutant peptide, fluorescence polarization; Potency, µM (highest dose often 61.6 µM), for inactives: at the highest dose FP activity change, negative = inhibition, hits mostly inhibitors; 270,000 compounds, 0.23% hits; active means well fitted inhibition curve with a large enough effect in the polarisation, with a control signal flat, not every such curve was filed as active; inconclusive means small, poorly fitted or top-dose-only effect, or effect the other way, or a change in a side signal; inactive means no such curve, though single readings can be large or run the other way; the % refers to the polarisation; further: potency means the concentration at half of the fitted maximal effect; % of control where 0% means no effect; many of its hits are not listed in these tables
Target sequence (O00255 whole entry, looked up): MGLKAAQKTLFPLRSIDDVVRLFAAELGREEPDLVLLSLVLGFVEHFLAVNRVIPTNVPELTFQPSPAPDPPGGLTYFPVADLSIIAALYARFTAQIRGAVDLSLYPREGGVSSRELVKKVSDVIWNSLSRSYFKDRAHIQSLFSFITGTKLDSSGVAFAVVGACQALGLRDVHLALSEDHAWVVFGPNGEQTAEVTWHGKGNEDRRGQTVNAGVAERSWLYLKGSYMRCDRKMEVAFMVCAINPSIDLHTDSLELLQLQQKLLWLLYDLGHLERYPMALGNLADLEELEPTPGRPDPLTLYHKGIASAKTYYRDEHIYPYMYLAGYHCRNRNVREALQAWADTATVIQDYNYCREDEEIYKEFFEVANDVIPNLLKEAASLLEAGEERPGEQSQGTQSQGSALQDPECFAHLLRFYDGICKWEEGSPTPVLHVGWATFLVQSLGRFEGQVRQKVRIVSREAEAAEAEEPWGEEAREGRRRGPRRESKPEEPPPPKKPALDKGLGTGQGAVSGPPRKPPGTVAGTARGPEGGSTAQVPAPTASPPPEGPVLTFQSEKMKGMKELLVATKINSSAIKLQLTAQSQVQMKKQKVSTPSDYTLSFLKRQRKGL
Active calls of the source: *; ? = inconclusive; / = not tested or not shown; [ ] = dose if it differs, or a comment. Unless noted, the call rests on the fitted dose curve; in most records, active means well fitted curve in the direction sought with a large enough effect; inconclusive means small, poorly fitted or top-dose-only effect, or another doubt; inactive means no such curve, though single readings can be large; an effect the other way counts as inactive or inconclusive. These rows are one share of the data; the hit share may differ from the screen's.

SMILES | Giardia killer | BCR signal inh | Tb PFK inh | S-ASM inh | GALK inh | PKM2 act | PTAP TSG101 blk | FBPA coupling cs | B2AR arrestin | a7 integrin act | Menin MLL FP TR
Cc1ccccc1C(=O)Nc1ccnn1C1CCN(Cc2ccccn2)CC1 | -13 | -1% | -9% | 6% | 0% | / | -7% | / | -0.4% | -40% | /
COc1ccc(N2CCN(Cc3nc(N)nc(Nc4ccc(C)c(Cl)c4)n3)CC2)cc1 | -3 | ? | 1% | ? | -1% | 0% | -13% | 0 | -0.2% | -36% | 30%[activator]
CC(=O)c1cccc(NC(=O)CN(C)Cc2ccc(OC(F)F)cc2)c1 | -5 | 10% | 5% | 2% | -1% | 7% | 1% | 0 | 1.9% | -20% | /
Cc1ccc(C(=O)N/C(=C\c2sccc2C)C(=O)NCc2ccncc2)cc1 | -3 | 1% | 3% | 3% | 0% | 5% | -1% | -2 | -1.0% | -4% | 6%
O=C(Cc1cccc2ccccc12)N1CCCc2ccccc21 | 3 | -2% | 2% | -4% | 2% | -1% | -3% | 0 | -0.5% | -12% | -15%
COC(=O)c1ccc(NC(=O)C(=O)N2CCCC2)cc1 | 6 | ? | -2% | 0% | 0% | -16% | -6% | -1 | 0.4% | 5% | 4%
CN1CCc2nc(SCC(=O)Nc3ccc(F)cc3)c(C#N)cc2C1 | / | ? | -19% | / | 1% | ? | / | -8 | 0.3% | / | 5%
CN(C)c1ccc2c(c1)OC(N)=C(C#N)C2c1cccc(F)c1 (stereo not given) | -6 | ? | 0% | -8% | -3% | 5% | -1% | -3 | -0.3% | -20% | -1%
COc1ccccc1NC(=O)c1c(N=Cc2ccccc2O)cnn1C | / | -4% | -1% | / | 1% | -3% | / | 0 | 4.6% | / | ?
Cc1ccc(N2C(=O)N3[C@H](c4ccc(Cl)cc4)[C@@H]4C(=O)N(C5CCCCC5)C(=O)[C@@H]4[C@]3(Cc3ccccc3)C2=O)cc1 | 1 | -2% | 2% | -4% | / | 2% | -1% | -3 | -0.8% | 5% | ?
COc1ccc(C(=O)SC2=NCCS2)cc1 | 7 | -15% | 4% | 4% | 0% | -9% | -4% | -2 | 5.6% | -7% | 9%
Cc1ccc2c(c1)[C@H]1[C@H](CO2)[C@H](c2ccccc2)[C@]2(C)C(=O)Nc3ccccc3C(=O)N12 | -22 | ? | 3% | ? | / | / | 2% | / | ? | 0% | /
O=C(c1cccnc1)N1c2ccccc2Sc2ccccc21 | -17 | ? | -6% | -4% | 1% | 0% | 0% | 9 | 0.1% | 18% | 7%
O=C(NNC(=O)c1ccc(-n2cncn2)c([N+](=O)[O-])c1)c1ccccc1 | -12 | ? | 0% | 6% | / | / | -1% | / | -1.3% | -11% | /
COC(=O)NNC(=O)c1ccccc1OC | 13 | 0% | -3% | -2% | 3% | -3% | 0% | 0 | -0.5% | -40% | 0%
Cc1ccsc1/C=N/NC(=O)c1ccncc1 | -16 | ? | 1% | -2% | -1% | -11% | 2% | -2 | -0.1% | -10% | -3%
CCOC(=O)C1CCCN(C(=O)C2CCN(S(=O)(=O)N3CCC4(CC3)OCCO4)CC2)C1 (stereo not given) | 10 | 0% | 0% | 5% | 2% | -5% | 1% | 10 | -0.7% | -30% | -4%
CC(C)Cc1ccc(CN2CCCC(NC(=O)CCN3CCOCC3)C2)cc1 (stereo not given) | 10 | -2% | -3% | 3% | -2% | 3% | / | / | 0.3% | -36% | /
CCCn1nnc2sc3c(c2c1=O)CCC(C)C3 (stereo not given) | 11 | ? | 1% | 5% | 2% | 5% | -1% | 2 | -0.4% | -9% | -3%
Cc1cc(C)n(-c2nc3ccccc3c3nc(C)nn23)n1 | -3 | 2% | 1% | 8% | 0% | -4% | -1% | 1 | -0.5% | -9% | 0%
CC(C)(C)OC(=O)C[C@H]1C/C=C\C[C@H](CC(=O)N[C@H](CO)Cc2ccccc2)C(=O)N2CCC[C@@H]2COC1=O | 8 | ? | 8% | 9% | / | / | / | / | -3.1% | -9% | /
O=C(CNCc1ccco1)Nc1ccccc1-n1cccc1 | 29 | -13% | 0% | 1% | 0% | -13% | -3% | -1 | -0.4% | -12% | -5%
Cc1ccc(NC(=O)N2CCC(NC(=O)c3cccc(C)c3)CC2)cc1 | 4 | 7% | -11% | -4% | 7% | 7% | -2% | 1 | -0.5% | 10% | 3%
Cc1cccc(NC(=O)c2sccc2-n2cccc2)c1C | 11 | 4% | -5% | -2% | 0% | -1% | -7% | 0 | -0.4% | 25% | -20%
c1nnc2c3c4c(sc3ncn12)CCCC4 | / | -4% | 1% | / | 2% | 8% | / | 5 | 0.0% | / | -2%
CCC(NC(=O)CSc1nnnn1C1CC1)c1ccc(Br)cc1 (stereo not given) | -1 | -1% | 0% | -1% | / | / | -7% | / | -0.2% | 14% | /
CC1CCCN(CC(=O)Nc2ccc(S(=O)(=O)N3CCCCCC3)cc2)C1 (stereo not given) | -8 | 5% | 1% | 0% | -4% | -6% | / | -2 | -0.2% | 16% | -16%
COc1ccc(-c2onc3ccc(Cl)cc23)cc1 | 0 | ? | -4% | 6% | -3% | 3% | -2% | -7 | -0.2% | -13% | -10%
Cc1ccsc1C(=O)NCCc1nnc2ccccn12 | 27 | 8% | 3% | 0% | 8% | -3% | -2% | 4 | -1.0% | 0% | 0%
CCCCCNC(=O)c1ccc2c(=O)n(CCOC)c(=O)[nH]c2c1 | 2 | ? | 3% | 418%[activator] | -1% | -8% | -2% | 1 | -0.1% | -8% | -3%
O=C(CN1CCC(NC(=O)c2ccccc2Cl)CC1)NCc1ccco1 | -14 | 0% | 1% | -2% | 3% | 1% | -4% | 2 | 0.1% | 3% | 0%
Cc1ccc(S(=O)(=O)Nc2nc3ccccc3s2)cc1 | -5 | ? | -1% | -4% | -2% | 16% | -8% | 7 | 0.0% | 6% | -2%
C(=N\N1CCOCC1)/c1cn(-c2ccccc2)nc1-c1ccccc1 | 2 | -8% | 2% | 0% | 11% | / | -4% | -3 | 0.1% | -19% | 9%
CC(=O)c1cccc(NC(=O)NC2CC(=O)N(c3ccc4c(c3)OCCO4)C2)c1 (stereo not given) | 14 | -26% | 0% | 2% | / | / | 0% | / | -0.3% | 18% | /
O=C(Nc1ccc2oc(-c3ccccc3F)nc2c1)c1cncc(Br)c1 | -8 | 1% | 1% | -2% | 1% | 1% | -3% | 11 | -0.1% | -23% | 2%
COc1ccc(OC)c(NC(=O)CSC2=NN3CCCC(=O)N=C3S2)c1 | -9 | -14% | 1% | 4% | -2% | / | -2% | -1 | -0.3% | -40% | 11%
CC(=O)c1ccc(NC(=O)C(C)OC(=O)/C=C/c2ccco2)cc1 (stereo not given) | -20 | ? | -1% | -3% | / | / | -2% | / | -0.5% | -7% | /
O=C(c1cc(=O)[nH]c2ccccc12)N1CC=C(c2ccccc2)CC1 | -15 | ? | 1% | -5% | / | / | 0% | / | 0.1% | 20% | /
Cc1cc(C)n(-c2nc3ccccc3nc2N2CCCCCC2)n1 | 1 | 0% | 4% | 5% | -1% | -12% | -7% | -1 | 0.2% | 24% | -19%
CC1CC(C)CN(CCOc2cccc3ccccc23)C1 (stereo not given) | 4 | 0% | 2% | -3% | 5% | / | -1% | -2 | -1.0% | -15% | ?
CSc1ncccc1C(=O)Nc1ccc(S(=O)(=O)Nc2nccs2)cc1 | 0 | 1% | 1% | 0% | 0% | 9% | -2% | 1 | -0.8% | -7% | 8%
COc1c2c(nc3occc13)C(CCC(C)(C)O)(OC)C(O)CC2 (stereo not given) | 30[activator] | 4% | -2% | -3% | 7% | 0% | 0% | 0 | -0.3% | 18% | 0%
CN(C)c1cccc(C(=O)Nc2nnc(Cc3ccccc3)s2)c1 | -11 | 8% | 1% | 3% | 0% | -1% | -13% | 0 | 0.1% | ? | ?
COc1cc(-n2c(C)nc3cc(C(=O)O)ccc32)cc(OC)c1OC | -9 | 8% | 0% | -4% | 5% | -1% | 0% | -3 | 0.0% | ? | -21%
CCC(C)[C@H](NC(=O)Nc1ccc(S(N)(=O)=O)cc1)C(=O)OC (stereo not given in full) | -13 | 0% | -3% | -2% | 4% | -1% | 0% | 1 | -0.1% | -26% | /
N#C/C(=N\O)c1nc2ccccc2s1 | 10 | -28% | 0% | 1% | -1% | -4% | -3% | 12 | 0.0% | 20% | -2%
CC(NC(=O)COC(=O)COc1cccc2c1OC(C)(C)C2)c1ccccc1 (stereo not given) | 20 | -4% | 0% | 0% | -4% | -12% | 2% | / | -0.4% | 46% | /
